# TGFb inhibitor – inhibitors of TGF-b signaling | 1.2% of 410,000 active | Potency, µM (doses to about 46.1 µM), inactives show at the highest dose activity, negative = inhibition, usual class: inhibitors | HepG2 CAGA-GFP TGF-b/SMAD3 reporter, GFP fluorescence, 18 h; TGF-beta stimulated, 500 pg/mL final; note: % is set by controls: 0 for no effect and ±100 for the full control effect; nearly all actives have a fitted effect of over 65% in size
#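 Per well, imaged GFP fluorescence of HEPG2 CAGA-GFP cells gives the signal; cells get compound, then TGF-beta (500 pg/mL final), 18 h at 37 degrees C; %Activity versus -TGF-beta and +DMSO controls.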
# S2 tox – cell viability loss in ATXN counter-screen. AID 651635. S2 cells (HEK-293 line with an ATXN2-luciferase reporter) viability, CellTiter-Fluor protease fluorescence, 24 h. 0.49% of 400,000 active. Potency, µM (top dose mostly 56.7 µM), usual class: cytotoxic; note: nearly all actives have a fitted effect of over 40% in size
# A549 viability – counter-screen for Nrf2 inhibitors: cytotoxicity in A549 cells | 0.16% of 390,000 active | Potency, µM (doses to about 46 µM), without a hit: at the highest dose activity change, negative = cytotoxicity, usual class: inhibitors | A549 ARE-Fluc cells, CellTiter-Fluor viability, 18-24 h; note: % is set by controls: 0 for no effect and ±100 for the full control effect
#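 A549 ARE_Fluc cells in 5% FBS OPTI-MEM were exposed to compounds in concentration-response for 18-24 h at 37 deg C. Viability was read by CellTiter-Fluor fluorescence (Ex 405/Em 525) after 30 min, before the luciferase read.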
# ATXN2 expr inh – ATXN2 expression inhibition. HEK-293 ATXN2-luciferase reporter, luminescence, 24 h. Potency, µM (highest dose often 57 µM), for the others: at the highest dose activity change, negative = inhibition, actives largely listed as inhibitors. 0.72% of 360,000 active; note: % is set by controls: 0 for no effect and ±100 for the full control effect; nearly all actives have a fitted effect of over 55% in size
#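 qHTS (up to 57 uM final) was run with 24 h compound exposure of reporter cells at 37 °C. Each well was multiplexed: SteadyGlo luminescence measured ATXN2-luciferase expression after a fluorogenic Gly-Phe-AFC viability readout (25 uM final).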
# MCF10A rereplic – inducers of DNA re-replication in MCF 10A breast cells; MCF 10A DNA re-replication, Hoechst nuclear intensity, 48 h; Potency, µM (series often up to 46.1 µM), for inactives: at the highest dose activity, positive = re-replication, hits mostly activators; 2.9% of 350,000 active; note: % of control where 0% means no effect; nearly all actives have a fitted effect of over 50% in size
# HepG2 tox – kills HepG2 cells in TGF-b inhibitor counter-screen; HepG2 CAGA-GFP viability, ATP luminescence, 18 h; Potency, µM (doses to about 46.1 µM), for inactives: at the top dose activity change, negative = cytotoxicity, usual class: cytotoxic; 0.76% of 410,000 active; note: some results filed as inactive show a strong effect at the top dose
#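 CellTiter-Glo luminescence gave cytotoxicity after 18 hours at 37 degrees C. The cells were HepG2 CAGA-GFP in 1% FBS DMEM, stimulated with 500 pg/mL TGF-beta after compound addition. %Activity was normalised to no-cell wells (complete cell-killing) and DMSO (no toxicity), and curves were fitted and classified.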
# Nrf2 ARE act – Nrf2 pathway activation; AID 624171; 0.31% of 410,000 active; AREc32 ARE-luciferase reporter (MCF7-derived line), luminescence, 24 h; Potency, µM (doses to about 46.1 µM), without a hit: top-dose activation, hits mostly activators; note: % of control where 0% means no effect; nearly all actives have a fitted effect of over 65% in size
#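 AREc32_Fluc, 1000 cells/well, OPTI-MEM + 5% FBS, o/n 37 deg C 5% CO2; 23 nL cpd by pin tool, 24 hr; Steady-Glo 30 min RT, luminescence.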
# Nrf2 block – blocks Nrf2 signaling; Potency, µM (top dose mostly 46 µM), for the others: at the top dose activity change, negative = inhibition, actives largely listed as inhibitors; A549 ARE-Fluc reporter, luciferase luminescence, 18-24 h; 2.1% of 360,000 active; AID 504444; note: % is set by controls: 0 for no effect and ±100 for the full control effect; nearly all actives have a fitted effect of over 60% in size
#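 Cells were seeded and rested 2 h, then exposed to compounds for 18-24 h. CellTiter-Fluor was read first as a viability measure. BugLite was added 15 min before the final luminescent read of ARE-luciferase activity in A549 cells.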
# EPAC2 antag – EPAC2 (human) antagonism | Q8WZA2 | EPAC2 GEF exchange of Rap1B-BODIPY-GDP, fluorescence | Potency, µM (titrated, usually from 114 µM), for inactives: at the top dose activity, negative = inhibition, actives largely listed as inhibitors | 0.18% of 360,000 active; note: % is set by controls: 0 for no effect and ±100 for the full control effect; nearly all actives have a fitted effect of over 45% in size; many of its hits are not listed in these tables
# Target sequence (Q8WZA2 whole entry, looked up): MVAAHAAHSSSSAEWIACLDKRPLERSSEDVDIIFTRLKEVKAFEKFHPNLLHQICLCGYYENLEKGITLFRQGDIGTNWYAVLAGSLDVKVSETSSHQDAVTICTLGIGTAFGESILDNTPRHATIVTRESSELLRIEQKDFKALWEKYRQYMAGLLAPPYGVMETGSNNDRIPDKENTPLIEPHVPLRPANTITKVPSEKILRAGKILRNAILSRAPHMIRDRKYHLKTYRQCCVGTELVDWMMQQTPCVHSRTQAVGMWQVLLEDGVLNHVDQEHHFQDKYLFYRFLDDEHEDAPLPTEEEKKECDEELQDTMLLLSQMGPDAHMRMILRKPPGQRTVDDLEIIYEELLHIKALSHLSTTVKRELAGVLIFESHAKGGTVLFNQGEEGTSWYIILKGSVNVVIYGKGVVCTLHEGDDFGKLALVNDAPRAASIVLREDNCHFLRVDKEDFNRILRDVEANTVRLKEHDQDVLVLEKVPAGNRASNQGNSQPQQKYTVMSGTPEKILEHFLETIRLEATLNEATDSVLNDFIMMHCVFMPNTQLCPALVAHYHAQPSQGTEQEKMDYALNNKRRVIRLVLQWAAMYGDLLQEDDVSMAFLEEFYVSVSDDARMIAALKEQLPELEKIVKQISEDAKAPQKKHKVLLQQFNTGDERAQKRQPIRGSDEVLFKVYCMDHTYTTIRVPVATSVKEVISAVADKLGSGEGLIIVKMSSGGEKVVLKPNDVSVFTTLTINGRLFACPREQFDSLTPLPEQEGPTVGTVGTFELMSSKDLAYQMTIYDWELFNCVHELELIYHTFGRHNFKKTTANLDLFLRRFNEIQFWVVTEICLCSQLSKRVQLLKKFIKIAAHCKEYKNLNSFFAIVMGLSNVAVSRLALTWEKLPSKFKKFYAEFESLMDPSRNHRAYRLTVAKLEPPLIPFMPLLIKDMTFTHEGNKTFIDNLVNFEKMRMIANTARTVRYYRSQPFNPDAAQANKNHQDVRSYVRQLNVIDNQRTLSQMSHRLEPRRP
# * marks the source's active call; other numbers are inactive results; i = inactive; u = inconclusive; x = no result given; & = joins results of further samples; [ ] = another dose, or the depositor's remark. Calls come from the whole dose curve; as a rule, active = well fitted curve in the direction sought with a large enough effect; inconclusive = small, poorly fitted or top-dose-only effect, or another doubt; inactive = no such curve, though single readings can be large; an effect the other way counts as inactive or inconclusive. Potency is the fitted concentration of half-maximal effect. These rows are one share of the data, so the mix of outcomes need not match the whole.
SMILES,TGFb inhibitor,S2 tox,A549 viability,ATXN2 expr inh,MCF10A rereplic,HepG2 tox,Nrf2 ARE act,Nrf2 block,EPAC2 antag
C[C@H](CO)N1C[C@H](C)[C@@H](CN(C)C(=O)Nc2ccccc2)Oc2c(NC(=O)Nc3ccccc3)cccc2C1=O,u,i,0%,7%,22%,-2%,0.9%,-4%,-18%
O=[N+]([O-])c1ccc2nc(N3CCNCC3)ccc2c1,-4%,i,-2%,-13%,10%,-50%,5.7%,-16%,30%
O=c1[nH]c(=O)n(C2CCCCCC2)c(O)c1C=NCC1CCCO1 (centres undefined),7%,i,-1%,-4%,0%,-8%,-0.4%,u,10%
O=C1NC(=O)C(=Cc2cc([N+](=O)[O-])ccc2N2CCCCC2)C(=O)N1,7%,i,-18%,3%,u,-13%,-0.1%,7%,0%
ClC1=C(Cl)C(Cl)=C(Cl)C1=C/C=C/c1ccccc1,-2%,u,u,u,3.7µM*,-2%,u,u,3%
C=CC[C@@H](CC(=O)N(CCO)Cc1ccccc1)C(=O)NC[C@H](OC(=O)[C@@H](CC=C)CC(=O)OC(C)(C)C)c1ccccc1,u,u,-19%,u,41%,-10%,-4.1%,u,u
C[C@]12C[C@H](O)[C@@H](O)CC1=CCC1C2CC[C@@]2(C)C1CC[C@@H]2O (some centres undefined),-7%,i,9%,-11%,-29%,-11%,3.1%,-1%,-4%
O=C1NC[C@H](CCCCN2C[C@H](Cc3ccccc3)N(CC3CCCCC3)C(=O)C2=O)N(CCC2CCCCC2)C1=O,x,u,x,-2%,x,x,-2.8%,x,-21%
COc1ccc(F)cc1C(=O)C1CCCN(Cc2cnc(C)s2)C1 (centres undefined),-2%,i,2%,-5%,11%,3%,-0.3%,-3%,-6%
COc1cccc(C2CC3C(=O)C=CC2N3Cc2ccccc2)c1 (centres undefined),0%,i,1%,u,u,-18%,-0.1%,-21%,-5%
O=C(c1ccc(CS(=O)(=O)c2ccccc2)o1)N1CCC2(CC1)OCCO2,-8%,i,1%,4%,4%,6%,-0.3%,14%,3%
Cc1cccc(OCC(=O)Nc2cc(-c3ccccc3F)nn2-c2ccccc2)c1,1%,u,-5%,-23%,x,-4%,-1.0%,x,x
CN1C2CCC1CC(OC(=O)c1ccc([N+](=O)[O-])cc1)C2 (centres undefined),13%,i,2%,8%,u,-24%,-0.6%,5%,16%
CCCCn1c(=O)c(C(=O)NCc2ccncc2)c(O)c2ccccc21,10%,u,-18%,-25%,u,18%,-0.2%,u,-1%
COC(=O)C1=C(c2ccc(-c3ccccc3)c(F)c2)C[C@@H]2CC[C@H]1N2C(=O)NCc1ccco1,u,u,-19%,u,21µM*,-16%,0.3%,15µM*,-20%
O=C(C1CCN(S(=O)(=O)c2ccc(Br)s2)CC1)N1CCN(c2ccc(F)cc2)CC1,-2%,u,-7%,6%,x,-18%,-0.8%,u,x
OCC1OC(O)CC(O)C1O (centres undefined),12%,i,4%,6%,u,3%,0.5%,13%,-2%
COC(=O)C1=C(c2cccc(OCc3ccccc3)c2)C[C@@H]2CC[C@H]1N2C,-4%,u,x,-17%,x,-21%,-0.6%,x,3%
COc1ccc(-n2c(C)cc(C(=O)C[N+]34CCN(CC3)CC4)c2C)cc1,8%,i,0%,6%,0%,1%,-0.5%,12%,5%
COc1ccc(C(C)=O)cc1CC(C(=O)c1ccc(Br)cc1)N(C)C (centres undefined),5%,i,16%,23%,14%,-9%,6.1%,13%,15%
Fc1ccccc1CSc1ncnc2c1ncn2C1CCCO1 (centres undefined),-10%,i,-4%,108%[activator],u,-14%,1.2%,u,-1%
Cc1[nH]c2ccccc2c1C(=O)C(=O)N1CCC2(CC1)OCCO2,7%,i,0%,-2%,-11%,25%,0.0%,-10%,7%
O=C(Nc1ccc(OC(F)(F)F)cc1)c1cccn(Cc2ccccc2Cl)c1=O,7%,i,2%,8%,x,-16%,-0.8%,x,x
CC1(C)C2([N+](=O)[O-])CN3CC1([N+](=O)[O-])CN(C2)C3c1ccccn1 (centres undefined),1%,i,-6%,-12%,3%,5%,-0.8%,-3%,6%
Cc1ccccc1Cn1cccc(C(=O)Nc2nc3ccccc3s2)c1=O,-1%,i,6%,64%[activator],x,-19%,7.0%,x,x
Cc1cccc(N2CCN(CCc3ccccc3)CC2)c1C,u,i,0%,-1%,8%,-70%,0.2%,-2%,-18%
N#Cc1cc2c(nc1SCC(=O)Nc1cccc(C(F)(F)F)c1)C1CCN2CC1,2%,i,-14%,-3%,x,-17%,2.3%,21µM*,x
COC(=O)C1=C(c2ccc(C(C)=O)cc2)C[C@@H]2CC[C@H]1N2C(=O)NC1CCCCC1,-3%,i,1%,-7%,3%,-2%,0.4%,9%,14%
O=c1c2ccccc2nc(-c2ccccc2F)n1-c1ccccc1,2%,i,-18%,-17%,-1%,-19%,-1.2%[9.22 µM],-12%,-4%
CCc1ccc(N2C(=O)NC(=O)/C(=C\c3cc(C)n(-c4cc(C(=O)O)cc(C(=O)O)c4)c3C)C2=O)cc1,-2%,i,3%,6%,3%,-4%,0.2%,-1%,3%
CCOC(=O)c1sc(=NC(=O)c2ccc(C)c(C)c2)n(C)c1C,8%,i,5%,31%[11.3 µM],-8%,14%,0.8%,u,0%
COc1ccc(CN2CCCC(C(=O)c3ccc(Cl)cc3)C2)c(O)c1 (centres undefined),-7%,i,12%,x,19%,-10%,3.5%,6%,u
Cc1cccc2sc(NC(=O)c3cccn(Cc4ccccc4)c3=O)nc12,-15%,i,-2%,12%,x,-14%,21%,x,x
N[C@@H](Cc1ccccc1)C(=O)N1C[C@H]2C[C@@H](C1)c1cccc(=O)n1C2,0%,i,3%,-1%,0%,1%,-0.3%,-5%,8%
Cc1ccccc1N1CCN(C2CCCN(C(=O)COc3ccccc3)C2)CC1 (centres undefined),u,i,7%,-5%,2%,-5%,0.4%,-10%,-4%
O=C(NN=Cc1ccc(N(CCCl)CCCl)cc1Cl)c1cccnc1,5µM*,u,-3%,u,18%,-56%,5.9%,-28%,7%
CCn1c(O)c(C(=O)CC2NCCc3ccccc32)c(=O)n(CC)c1=S (centres undefined),-4%,i,-7%,5%,21µM*,2%,-0.8%,-1%,7%
COc1c(OP2(=S)OCC(C)(C)CO2)cnn(C2CCCCC2)c1=O,15%,i,x,10%,x,-4%,5.4%,x,-8%
COc1cccc(CN2CCNCC2)c1OC,-5%,i,1%,-8%,-2%,10%,-0.4%,-1%,-2%
Cc1ccc(N2C(=O)NC(=O)/C(=C\c3cc(C)n(-c4sc5c(c4C#N)CCCC5)c3C)C2=O)cc1,u,i,-5%,u,u,-34%,5.0%,-2%,u
COc1ccc(C(=O)OCC2CN2c2cccc([N+](=O)[O-])c2)cc1 (centres undefined),x,u,x,-19%,x,x,-1.5%,x,6%
Oc1ccc(CCN2CCCCC2)cc1,9%,i,-1%,-6%,-1%,-1%,-1.8%,1%,3%
O=[N+]([O-])c1ccc(Nc2ccccc2)cc1,-23%,i,-19%,-14%,2%,-31%,5.7%,11%,-19%
Clc1ccc(-c2nc3ccc(Cl)cn3c2CN2CCOCC2)cc1,-24%,i,-21%,8%,9%,-11%,3.4%,u,-4%
CCOC(=O)[C@]12Cc3ccccc3[C@H]1N(CCC(=O)OC)C(=O)c1ccccc12,x,u,x,-14%,x,x,19%,x,-13%

# Filtered by structure, the compounds so far containing a cyano group
SMILES,TGFb inhibitor,S2 tox,A549 viability,ATXN2 expr inh,MCF10A rereplic,HepG2 tox,Nrf2 ARE act,Nrf2 block,EPAC2 antag
N#Cc1cc2c(nc1SCC(=O)Nc1cccc(C(F)(F)F)c1)C1CCN2CC1,2%,i,-14%,-3%,x,-17%,2.3%,21µM*,x
Cc1ccc(N2C(=O)NC(=O)/C(=C\c3cc(C)n(-c4sc5c(c4C#N)CCCC5)c3C)C2=O)cc1,u,i,-5%,u,u,-34%,5.0%,-2%,u

# Next section
SMILES,TGFb inhibitor,S2 tox,A549 viability,ATXN2 expr inh,MCF10A rereplic,HepG2 tox,Nrf2 ARE act,Nrf2 block,EPAC2 antag
COc1ccccc1-n1c(-c2ccccc2Cl)nc2ccccc2c1=O,19%,u,-15%,-3%,7%,6%,-1.3%,u,u
ClCCNc1nc2ccc(Cl)cc2[nH]1,1%,i,-19%,16%,13%,-9%,u,-17%,-3%
C[C@@H]1CC[C@H]2[C@@H](C)C(=O)O[C@@H]3O[C@@]4(C)CC[C@@H]1[C@]32OO4,-12%,i,9%,-7%&-9%,-14%,-9%,-0.5%,-9%,-9%
O=C1c2ccccc2-n2nnc(-c3ccccc3)c2C2c3ccccc3CCN12 (centres undefined),-20%,i,x,2%,x,-15%,4.8%,x,-13%
CCC(C)(C)n1nnnc1C(c1cccs1)N1CC=C(c2ccc(F)cc2)CC1 (centres undefined),-1%,i,-8%,4%,u,-4%,3.9%,3%,-1%
Cc1ccc(-n2c(=O)[nH]c3ccc(Br)cc3c2=O)cc1,10%,i,-2%,5%,x,-5%,5.2%,-24%,x
N=c1c2c(n(Cc3ccc(Cl)cc3Cl)c3c1CCC3)CCCC2,-12%,i,u,u,18%,-22%,6.6%,13µM*,-12%
O=[N+]([O-])c1ccc(-c2ccccc2)c([As](=O)(O)O)c1,u,u,0%,x,23µM*,-26%,0.2%,-9%,18%
COC(=O)C1=C(c2ccccc2)C[C@@H]2CC[C@H]1N2C(=O)NCc1ccco1,-11%,i,3%,7%,-12%,-1%,-0.1%,6%,u
O=C1NC(=O)C(C/C=C/c2ccccc2)C(=O)N1,-12%,i,9%,0%,4%,-6%,0.7%,11%,6%
O=c1c2ccccc2cnn1Cc1n[nH]c(=S)n1C1CC2CCC1C2 (centres undefined),-22%,u,-1%,-26%,1%,0%,-1.0%,u,18%
C=CCN1C(=O)NC(=O)/C(=C/c2ccc(N(C)C)c(Br)c2)C1=O,-4%,i,1%,-9%,23%,-2%,0.0%,5%,3%
